proCasp3 act – activates human procaspase-3. P42574. recombinant procaspase-3 D3A, Ac-DEVD-pNA absorbance 405 nm. activation, % at 8.5 µM. actives 0.11% (n = 330,000);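 active = activation above the mean of all tested compounds plus 3 SD, cut at about 21% in these data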;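 also: 0% = DMSO alone and 100% = DMSO wells spiked with extra 5 µM PC-3 D3A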
Target sequence (P42574 whole entry D9A/D28A/D175A): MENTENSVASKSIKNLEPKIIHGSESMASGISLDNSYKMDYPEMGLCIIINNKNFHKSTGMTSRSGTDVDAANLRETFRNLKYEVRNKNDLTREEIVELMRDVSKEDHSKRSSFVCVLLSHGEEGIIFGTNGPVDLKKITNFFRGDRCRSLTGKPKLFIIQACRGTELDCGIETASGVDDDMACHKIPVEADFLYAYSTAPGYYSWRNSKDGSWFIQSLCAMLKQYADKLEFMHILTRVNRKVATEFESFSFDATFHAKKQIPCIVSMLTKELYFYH
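Test system: Procaspase-3 D3A mutant, all three cleavage aspartates alanine | Dosing: Single dose, 8.5 µM nominal compound, 0.8% DMSO | Schedule: 1 h preincubation, 2 h reaction | Technique: 405 nm absorbance of p-nitroaniline, reads at 0 and 120 min | Repeats: One well per compound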
HCV core dimer – blocks dimerization of HCV core protein; TR-FRET GST/Flag-core106 dimerization, 1536-well; AID 1899; inhibition, % at 5 µM; actives 0.33% (n = 300,000);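 active = inhibition above the mean of all tested compounds plus 3 SD, set per screening campaign, cut at about 45% in these data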
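Material: Tagged HCV core106 pair (GST and Flag) | Amount: GST-core106 13.5 nM, Flag-core106 17 nM | Medium: KF-containing HEPES buffer, pH 7.45, DTT, CHAPS, BSA | Reagent: Eu donor and XL665 acceptor anti-tag antibodies | Schedule: 4 h at 22.5 °C | Technique: Time-resolved FRET, ex 340 nm, em 617 and 671 nm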
proCasp7 act – activates human procaspase-7, counter-screen for procaspase-3 activators. P55210. recombinant procaspase-7, Ac-DEVD-pNA absorbance 405 nm; D23A/D198A/D206A triple mutant, cannot self-cleave; scale: DMSO 0, 5 µM enzyme 100. activation, % at 8.5 µM. actives 0.093% (n = 330,000). AID 463210;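 active = percent activation above the screen-wide mean plus 3 SD, cut at about 25% in these data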
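Assay system: Uncleavable procaspase-7 mutant enzyme | Input: 2 µM procaspase-7 mutant as dispensed | Timing: 1 h compound preincubation, 2 h substrate cleavage, 25 °C | Repeats: One well per compound | Control set: DMSO wells as 0%, DMSO with 5 µM added PC-7 as 100% | Technique: Epi-absorbance of released pNA at 405 nm, two timepoints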
JMJD2C inh – inhibitors of human GASC-1 (JMJD2C) demethylase. Q9H3R0. GST-JMJD2C(1-420) H3K9me3 demethylation, DELFIA europium. inhibition, % at 2.35 µM. actives 0.069% (n = 330,000);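 active = more than half of a compound's replicate wells show inhibition beyond 50%, single wells judged on their own value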;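 also: signal counts dimethyl H3K9 product captured on neutravidin plate; 0% = median of DMSO wells and 100% = 0.3 times that DMSO median; strong numbers were not always called active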
VLA-4 inh – inhibition in a human VLA-4 binding assay | P13612 | VLA-4 expressing cells, ligand binding flow cytometry | inhibition, % (about 7 µM as worked out from the volumes in the protocol) | actives 0.2% (n = 330,000); in the data active = inhibition above about 50%
Fh CTSL1 inh – cathepsin L1 inhibition, PFM18AAP counter-screen; recombinant F. hepatica cathepsin L1, Z-Leu-Arg-MCA fluorescence; inhibition, % at 5.96 µM; actives 0.49% (n = 300,000); AID 1906;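 active = inhibition above the mean of all tested compounds plus 3 SD, set per screening campaign, cut at about 17% in these data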;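 also: 0% = plate median of test compound wells and 100% = 1 µM Z-Phe-Ala-diazomethylketone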
PP5 primary – inhibitors of human protein phosphatase 5 (PP5) | purified PP5c, OMFP substrate fluorescence | inhibition, % at 6.7 µM | P53041 | actives 0.18% (n = 320,000);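 active = inhibition above the campaign's mean inhibition across all tested compounds plus 3 SD, cut at about 9.5% in these data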;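 also: 0% = DMSO only and 100% = 100 µM cantharidin control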
Target sequence (P53041 whole entry, looked up): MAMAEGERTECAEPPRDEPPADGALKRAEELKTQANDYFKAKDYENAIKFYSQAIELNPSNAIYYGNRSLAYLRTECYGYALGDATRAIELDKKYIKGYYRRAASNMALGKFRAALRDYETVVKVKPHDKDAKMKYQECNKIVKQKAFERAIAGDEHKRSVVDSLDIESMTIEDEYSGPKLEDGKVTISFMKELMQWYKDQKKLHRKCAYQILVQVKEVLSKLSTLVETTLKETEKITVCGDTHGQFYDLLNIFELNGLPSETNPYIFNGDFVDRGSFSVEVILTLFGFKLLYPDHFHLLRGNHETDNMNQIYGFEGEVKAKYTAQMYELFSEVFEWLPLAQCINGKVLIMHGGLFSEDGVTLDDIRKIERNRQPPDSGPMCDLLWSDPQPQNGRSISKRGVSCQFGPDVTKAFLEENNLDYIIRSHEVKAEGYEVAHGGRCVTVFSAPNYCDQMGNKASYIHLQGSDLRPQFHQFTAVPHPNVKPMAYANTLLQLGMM
PP1 inh – counter-screen for PP5 inhibitors: inhibitors of human PP1-alpha. P62136. purified PP1alpha, OMFP fluorescence. inhibition, % at 6.7 µM. actives 0.9% (n = 320,000). AID 2235;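 active = inhibition above the mean inhibition of all tested compounds plus 3 SD, computed separately for each screening campaign, cut at about 15% in these data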
Target sequence (P62136 whole entry, looked up): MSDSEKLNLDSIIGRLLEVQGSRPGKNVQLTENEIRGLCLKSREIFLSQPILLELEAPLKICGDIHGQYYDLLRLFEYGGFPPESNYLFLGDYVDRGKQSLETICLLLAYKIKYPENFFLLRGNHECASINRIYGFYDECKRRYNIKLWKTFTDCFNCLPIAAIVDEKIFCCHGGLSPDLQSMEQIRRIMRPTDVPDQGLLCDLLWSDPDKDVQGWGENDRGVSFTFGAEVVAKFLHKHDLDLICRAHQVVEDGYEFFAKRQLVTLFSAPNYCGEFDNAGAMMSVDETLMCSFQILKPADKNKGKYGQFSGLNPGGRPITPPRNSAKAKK
GRK2 aptamer HTS – blocks RNA aptamer binding to human GRK2 | P25098 | bead flow cytometry, FAM-aptamer displacement from GRK2 | inhibition of aptamer binding, % at 10 µM | actives 0.59% (n = 330,000) | AID 488847;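 active = inhibition of aptamer binding above 40%, roughly 3 SD of noise, on plates passing a quality check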;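 also: median bead fluorescence of bound FAM aptamer so fluorescent compounds give negative values; no value below 0 was filed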
* = called active by the depositor; / = no result given. Rows are unselected (roughly 2.6% active in at least one column).

SMILES	proCasp3 act	HCV core dimer	proCasp7 act	JMJD2C inh	VLA-4 inh	Fh CTSL1 inh	PP5 primary	PP1 inh	GRK2 aptamer HTS
O=C(COc1ccc(Cl)cc1Cl)Nc1ccc(CN2CCCCC2)cc1	2.7	-4.5	0.2	-9.3	13.3	-1.1	-0.1	-3.8	0.0
Cc1nc(Nc2cccc(Cl)c2)c2oc3ccccc3c2n1	3.5	3.9	5.5	4.1	6.3	3.6	-0.3	-0.1	0.0
Cc1cccc2sc(N(CCCN(C)C)C(=O)COc3ccc(Cl)cc3)nc12	-1.6	-2.5	2.9	5.4	-0.6	9.2	0.0	12.2	0.0
Cc1cc(N2CCN(C)CC2)nc2ccc(NC(=S)N3CCCCCC3)cc12	0.2	3.5	-2.7	-2.0	-2.0	5.8	0.3	-4.7	0.0
COc1ccc(Cc2nc(-c3ccc(Cl)cc3)no2)cc1	-1.8	1.1	5.7	2.0	15.0	3.8	1.1	-1.2	0.0
CC1Cc2ccccc2N1C(=O)Cn1nnc(-c2ccccc2NC(=O)C2CCC2)n1 (stereo not drawn)	-1.3	0.8	-6.8	-8.2	-18.6	1.4	-1.1	-0.7	2.0
CN(NC(=O)c1cccc(Cl)c1)c1nc(-c2ccccc2)nnc1C(F)(F)F	-1.2	6.8	4.1	0.4	18.5	-0.7	4.5	0.1	0.0
O=C1CC(c2cccc(Br)c2)C2=C(COC2=O)N1 (stereo not drawn)	10.7	-6.5	3.6	-11.7	11.5	2.5	-0.8	-0.3	2.0
Cc1ccccc1N1CCN(S(=O)(=O)CC23CCC(CC2=O)C3(C)C)CC1 (stereo not drawn)	1.6	-7.8	-4.1	-2.9	-23.1	-0.3	1.8	1.9	3.0
CC(C)Cn1c(N)c(C(=O)COC(=O)c2cc(S(=O)(=O)N3CCOCC3)ccc2Br)c(=O)n(C)c1=O	7.1	/	7.6	5.5	-0.4	/	/	/	0.0
Oc1ccc(Cl)cc1CNCc1ccc(F)c(F)c1	4.3	-1.5	1.4	-5.3	-9.0	-0.5	4.4	2.0	0.0
CN(CC(=O)O)S(=O)(=O)c1ccc2c(c1)NC(=O)CC(=O)N2	5.1	-0.2	1.6	-0.9	15.6	1.3	1.1	-0.7	0.0
C=CCSc1nc(N)cc(=O)[nH]1	0.1	0.5	1.1	1.7	-17.9	1.9	1.4	-5.9	0.0
Cn1c(SC/C=C/c2ccccc2)nnc1-c1cccs1	4.5	2.6	-8.5	6.1	-0.4	-0.5	4.3	0.3	0.0
CCC(C)N1C(=O)S/C(=C/c2ccc(N3CCOCC3)cc2C)C1=O (stereo not drawn)	2.0	-3.1	-10.5	11.5	5.4	0.2	3.2	1.4	0.0
CN(c1ccc(OCC(=O)NCc2cccnc2)cc1)S(=O)(=O)c1ccc(Cl)cc1	-2.1	2.1	4.7	8.3	20.0	6.5	2.4	-1.6	0.0
Cc1cc(=O)c2c(O)c(O)ccc2o1	-4.9	-12.0	-17.2	20.1	4.3	-0.8	0.4	3.0	0.0
COc1ccc(CCNC(=O)CCNS(=O)(=O)c2cccc3nonc23)cc1OC	-2.1	4.4	-7.6	-10.4	5.6	0.2	1.0	-1.1	2.0
O=C1C2CC=C(Cl)CC2C(=O)N1CCc1ccccc1 (stereo not drawn)	-2.4	8.2	2.4	6.2	-5.2	44.2*	-0.2	-1.5	1.0
O=C(Cc1cc(C(=O)O)c2ccccc2n1)Nc1ccccc1	-2.1	-0.5	3.8	13.2	-9.1	-1.0	-1.2	-2.2	0.0
O=C(COc1ccccc1-c1ccccc1)N/N=C/c1ccc2ccccc2c1	-2.5	2.8	3.6	2.9	-57.5	-0.4	1.1	12.6	4.0
COc1cccc(CNC(=O)CS(=O)(=O)Cc2nc(-c3ccc(C)cc3)oc2C)c1OC	-3.1	0.7	-8.2	4.5	1.6	6.8	3.6	0.8	0.0
c1ccc(Oc2nnc(-c3cccs3)c3ccccc23)cc1	1.9	1.9	4.5	12.1	29.7	4.8	0.9	16.1*	2.0
NC(=O)CCSC(=S)N1CCOCC1	4.7	-2.7	7.7	2.0	-1.2	-1.5	-1.9	-2.8	0.0
CCOC(=O)c1c(C)[nH]c(C(=O)OCC(=O)Nc2ccccc2)c1C	10.0	/	2.2	5.2	-12.3	/	-0.7	6.5	0.0
Cc1ccc(S(=O)(=O)c2nc(Nc3ccccc3N3CCOCC3)sc2Cl)cc1	-1.2	13.7	-6.8	2.2	10.6	2.0	5.0	3.7	0.0
C/C(=C\c1cccc(Br)c1)C(=O)c1c(C)cc(C)[nH]c1=O	0.3	2.3	3.8	-12.6	-1.1	-0.1	0.2	-3.8	0.0
Cc1cc(-c2nnc(SCC(=O)NC3CCCC3)o2)no1	3.3	-11.3	3.2	4.3	1.4	-1.2	-1.0	-0.4	0.0
O=C(OCc1ccccc1)c1cccc(-c2nnc(-c3ccccc3)o2)c1	5.4	2.8	5.6	-4.1	26.3	-0.8	3.1	2.9	2.0
OC(COc1ccc(Cl)cc1)CN1CCN(c2cccc(Cl)c2)CC1 (stereo not drawn)	7.2	1.1	7.2	-0.9	19.6	2.0	2.6	7.0	0.0
Cc1cc(C(=O)Nc2ccccc2C)c2ccccc2n1	-4.8	-12.1	3.4	-9.5	3.1	-1.8	1.5	-1.6	0.0
COc1ccc(NC(=O)C(=O)NNC(=O)c2cccs2)c(OC)c1	9.2	1.3	4.0	-7.4	9.5	-1.7	-0.7	-0.9	0.0
O=C(OCC(=O)N1CCCC1=O)C1CCN(S(=O)(=O)c2ccc(Cl)c(C(F)(F)F)c2)CC1	-6.0	/	-9.5	-11.9	3.2	/	2.4	-4.5	0.0
Cc1ccc(Cl)c(OC(=O)c2ccc(N3CCOCC3)c([N+](=O)[O-])c2)c1	2.1	-7.8	-10.3	-6.6	-1.1	-0.9	4.3	2.6	0.0
COc1cccc(NC(=O)COc2c(F)c(F)c(C(F)(F)F)c(F)c2F)c1	-2.9	-7.4	-7.7	10.9	-5.3	2.6	3.8	4.9	3.0
COCCn1c(-c2ccc(-c3ccc([N+](=O)[O-])cc3Br)o2)nc2c1c(=O)[nH]c(=O)n2CC(C)C	-21.7	27.2	-44.3	20.5	-179.4	9.5	0.7	8.4	2.0
CC1C2C(c3ccccc3)N(C)C(=O)N(C)C2N(C)C(=O)N1C (stereo not drawn)	-1.7	0.9	14.6	1.7	-1.6	0.5	3.0	-4.8	1.0
Cc1cccc(C)c1NC1=NC(=S)N(c2ccccc2)C12CCOC(C)(C)C2 (stereo not drawn)	-2.8	0.9	8.7	5.1	-6.7	0.2	-0.1	-0.4	0.0
Cc1onc(-c2ccccc2Cl)c1C(=O)N1CCCC1	-1.2	-18.9	10.3	0.4	10.6	-3.4	2.6	-0.6	0.0
O=C(Nc1nc(-c2cccc([N+](=O)[O-])c2)cs1)c1cccc([N+](=O)[O-])c1C(=O)O	-1.8	-2.2	1.4	-3.0	3.2	0.8	-1.0	-1.2	5.0
CC[C@@]1(C(=O)OC)N[C@H](CN(C)S(=O)(=O)c2ccc(-c3ccccc3)cc2)[C@@H]2C(=O)N(Cc3ccccc3)C(=O)[C@@H]21	5.1	/	-2.2	/	18.7	/	/	/	0.0
Cc1ccccc1NC(=O)CSc1nnc(-c2ccoc2C)n1CCc1ccccc1	-6.1	4.7	-4.0	17.1	8.7	-1.5	-5.0	2.0	0.0
Cc1cc(C)n2nc(C(=O)OCC(=O)Nc3ccc4c(c3)OC(F)(F)O4)nc2n1	7.3	6.6	1.3	2.4	-8.7	-1.7	0.7	-4.8	2.0
O=C(N/N=C/c1ccco1)c1cc(-c2cccs2)[nH]n1	5.2	-0.3	3.6	0.6	0.7	0.5	2.6	0.5	4.0
CCN(CC(=O)NCc1ccc(Cl)cc1)C(=O)COc1ccc(C)cc1C	-4.8	-0.1	11.6	-0.9	3.8	2.6	3.2	-1.6	0.0

Compounds listed so far that contain a COOH group (three):
SMILES	proCasp3 act	HCV core dimer	proCasp7 act	JMJD2C inh	VLA-4 inh	Fh CTSL1 inh	PP5 primary	PP1 inh	GRK2 aptamer HTS
CN(CC(=O)O)S(=O)(=O)c1ccc2c(c1)NC(=O)CC(=O)N2	5.1	-0.2	1.6	-0.9	15.6	1.3	1.1	-0.7	0.0
O=C(Cc1cc(C(=O)O)c2ccccc2n1)Nc1ccccc1	-2.1	-0.5	3.8	13.2	-9.1	-1.0	-1.2	-2.2	0.0
O=C(Nc1nc(-c2cccc([N+](=O)[O-])c2)cs1)c1cccc([N+](=O)[O-])c1C(=O)O	-1.8	-2.2	1.4	-3.0	3.2	0.8	-1.0	-1.2	5.0

More records
SMILES	proCasp3 act	HCV core dimer	proCasp7 act	JMJD2C inh	VLA-4 inh	Fh CTSL1 inh	PP5 primary	PP1 inh	GRK2 aptamer HTS
CCCCCCC(=O)NCC(=O)OCC(=O)c1ccccc1	11.4	-4.6	0.3	-4.8	7.9	-13.2	0.7	-2.4	2.0
Cc1cc(NC(=O)CSc2nnc(C3COc4ccccc4O3)n2C)no1 (stereo not drawn)	4.0	0.0	7.9	5.3	1.6	-0.6	-2.0	2.5	2.0
COc1ccc(C(=O)COC(=O)CCN2C(=O)C3C4CCC(C4)C3C2=O)cc1 (stereo not drawn)	-5.0	-5.6	-5.5	5.3	10.1	-3.4	2.5	-3.7	3.0
COc1ccc(/C=N/NC(=O)CNC(=O)c2cccs2)cc1	-5.2	-9.1	-1.4	13.8	16.9	-3.4	2.5	-2.1	0.0
CN1C(=O)C(C)(C)N(C(=O)c2cccc([N+](=O)[O-])c2)c2ccccc21	3.8	-3.9	0.4	96.0	12.8	1.4	0.3	-0.3	0.0
COc1ccc(CNC2CCSc3ccccc32)cc1OC (stereo not drawn)	3.6	6.8	2.3	-11.4	-0.5	-2.9	1.0	1.4	6.0
Nc1ncnc(Nc2cccc(F)c2)n1	-13.4	2.4	2.7	3.1	15.9	-0.5	0.1	-4.6	1.0
Cc1ccccc1S(=O)(=O)Cc1ccc(C(=O)NCc2ccccc2)o1	0.9	-8.7	6.3	-13.3	7.7	-5.3	0.6	-1.3	0.0
CCC(=O)Nc1ccc2c(c1)ncn2-c1ccccc1C	4.2	0.8	2.0	9.4	7.4	-1.6	-0.4	7.5	0.0
CC(=O)c1cn(CC(=O)Nc2ccc(C)cc2)c2ccccc12	-6.5	-8.3	5.8	7.0	1.8	5.4	-5.4	-4.1	20.0
Cc1c(NC(=O)COC(=O)c2ccc(F)c(S(=O)(=O)N3CCOCC3)c2)c(=O)n(-c2ccccc2)n1C	3.1	-3.8	2.1	-3.1	25.6	13.7	-0.1	-2.2	2.0
COc1cccc(CNC(=O)CCCN2C(=O)C(c3ccccc3)Oc3cccnc32)c1OC (stereo not drawn)	-2.3	15.7	-10.5	1.6	10.2	-2.0	0.9	0.3	4.0
COc1ccccc1C(=O)Oc1ccc(C(C)(C)C)cc1	-1.6	10.4	-7.8	-2.3	3.1	5.4	5.0	-0.3	0.0
Cn1nc(C(=O)NCc2ccccn2)c2ccccc2c1=O	6.6	1.5	16.9	-11.7	-4.0	0.1	2.0	-2.7	0.0

Screening data deposited in PubChem by several laboratories.
